Screening results: PubChem, National Center for Advancing Translational Sciences (NCATS)
HT1080 IDH1KD tx: qHTS for induction of synthetic lethality in tumor cells producing 2HG: qHTS for the HT-1080-IDH1KD cell line; Potency, µM (doses to about 46.1 µM), for the others: top-dose activity, negative = toxicity, usual class: cytotoxic; HT-1080 IDH1 knockdown viability, ATP luminescence, 48 h; AID 686971, 2013; 360,000 tested, 2% active;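 further: potency means the concentration at half of the fitted maximal effect; 0% = DMSO wells and -100% = cell-free medium wells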
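Luminescent ATP read-out (CellTiter-Glo, 10 min at room temperature) after 48 h compound exposure at 37 °C gave viability of IDH1-knockdown HT-1080 cells. Activity was normalised to DMSO and cell-free wells, then fitted as concentration-response curves.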
KB-V1 cytotox: qHTS assay for MDR1-selective chemotherapeutics: Primary screen using the drug-selected MDR subline cells KB-V1 | Potency, µM (highest dose often 46.1 µM), for inactives: at the top dose activity change, negative = cytotoxicity, hits mostly cytotoxic | KB-V1 MDR cells viability, CellTiter-Glo, 72 h | 400,000 tested, 3.4% active; further: potency means the concentration at half of the fitted maximal effect; on the % scale 0 is the no-effect control and ±100 the full control effect; nearly all actives have a fitted effect of over 60% in size
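Cells of the MDR subline KB-V1 are plated, dosed with compound at multiple concentrations, and incubated 72 h at 37 degrees C; CellTiter-Glo is then added and luminescence read after 10 min.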
MCF10A rereplic: A quantitative high throughput screen for small molecules that induce DNA re-replication in MCF 10a normal breast cells. MCF 10A DNA re-replication, Hoechst nuclear intensity, 48 h. Potency, µM (highest dose often 46.1 µM), inactives show at the highest dose activity, positive = re-replication, hits mostly activators. 350,000 tested, 2.9% active. AID 624296, 2012; further: potency means the concentration at half of the fitted maximal effect; % of control where 0% means no effect; nearly all actives have a fitted effect of over 50% in size
ATXN2 expr inh: Primary qHTS for Inhibitors of ATXN expression; HEK-293 ATXN2-luciferase reporter, luminescence, 24 h; Potency, µM (top dose mostly 57 µM), for the others: top-dose activity change, negative = inhibition, actives largely listed as inhibitors; 360,000 tested, 0.72% active; AID 1745845, 2022; further: potency means the concentration at half of the fitted maximal effect; on the % scale 0 is the no-effect control and ±100 the full control effect; nearly all actives have a fitted effect of over 55% in size
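ATXN2-luciferase reporter cells (luciferase flanked by upstream and downstream ATXN2 gene portions) were treated 24 h at 37 °C with compounds at up to 57 uM. SteadyGlo luminescence gave expression; GF-AFC fluorescence gave viability.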
KB-3-1 tox: qHTS assay for MDR1-selective chemotherapeutics: Primary screen using the parental adenocarcinoma cell KB-3-1; 400,000 tested, 1.4% active; KB-3-1 viability, CellTiter-Glo ATP luminescence, 72 h; AID 1347075, 2019; Potency, µM (series often up to 46.1 µM), for inactives: at the highest dose activity change, negative = cytotoxic, most hits filed as cytotoxic; further: potency means the concentration at half of the fitted maximal effect; on the % scale 0 is the no-effect control and ±100 the full control effect; nearly all actives have a fitted effect of over 60% in size
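Luminescent ATP read-out (CellTiter-Glo) measures survival of drug-naive KB-3-1 cells after 72 h compound exposure at 37 °C. Titration series was screened from lowest to highest concentration, with DMSO vehicle plates as background controls.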
HT1080-NT tox: qHTS for induction of synthetic lethality in tumor cells producing 2HG: qHTS for the HT-1080-NT fibrosarcoma cell line. AID 686970, 2013. 360,000 tested, 1.6% active. Potency, µM (titrated, usually from 46.1 µM), for the others: top-dose activity, negative = less viability, usual class: cytotoxic. HT-1080-NT fibrosarcoma viability, CellTiter-Glo ATP luminescence, 48 h;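 further: NT is the 2HG producing partner of a matched IDH1 knockdown line; potency means the concentration at half of the fitted maximal effect; 0% = DMSO-treated cells and -100% = media-only wells without cells; nearly all actives have a fitted effect of over 55% in size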
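Luminescent CellTiter-Glo readout after 48 hours of compound exposure at 37 degrees C defined viability of HT-1080-NT cells. Activity was normalized to DMSO wells and cell-free media wells; concentration-response curves were fitted and assigned curve classes.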
WRN helicase inh: qHTS for Inhibitors of WRN Helicase. Bifunctional 3'-5' exonuclease/ATP-dependent helicase WRN (Homo sapiens), Q14191. WRN helicase unwinding, fluorescent forked duplex, kinetic. Potency, µM (titrated, usually from 114 µM), for inactives: at the highest dose activity change, negative = inhibition, most hits filed as inhibitors. 360,000 tested, 0.46% active. AID 651768, 2012; further: potency means the concentration at half of the fitted maximal effect; on the % scale 0 is the no-effect control and ±100 the full control effect; nearly all actives have a fitted effect of over 55% in size
Target sequence (Q14191 whole entry, looked up): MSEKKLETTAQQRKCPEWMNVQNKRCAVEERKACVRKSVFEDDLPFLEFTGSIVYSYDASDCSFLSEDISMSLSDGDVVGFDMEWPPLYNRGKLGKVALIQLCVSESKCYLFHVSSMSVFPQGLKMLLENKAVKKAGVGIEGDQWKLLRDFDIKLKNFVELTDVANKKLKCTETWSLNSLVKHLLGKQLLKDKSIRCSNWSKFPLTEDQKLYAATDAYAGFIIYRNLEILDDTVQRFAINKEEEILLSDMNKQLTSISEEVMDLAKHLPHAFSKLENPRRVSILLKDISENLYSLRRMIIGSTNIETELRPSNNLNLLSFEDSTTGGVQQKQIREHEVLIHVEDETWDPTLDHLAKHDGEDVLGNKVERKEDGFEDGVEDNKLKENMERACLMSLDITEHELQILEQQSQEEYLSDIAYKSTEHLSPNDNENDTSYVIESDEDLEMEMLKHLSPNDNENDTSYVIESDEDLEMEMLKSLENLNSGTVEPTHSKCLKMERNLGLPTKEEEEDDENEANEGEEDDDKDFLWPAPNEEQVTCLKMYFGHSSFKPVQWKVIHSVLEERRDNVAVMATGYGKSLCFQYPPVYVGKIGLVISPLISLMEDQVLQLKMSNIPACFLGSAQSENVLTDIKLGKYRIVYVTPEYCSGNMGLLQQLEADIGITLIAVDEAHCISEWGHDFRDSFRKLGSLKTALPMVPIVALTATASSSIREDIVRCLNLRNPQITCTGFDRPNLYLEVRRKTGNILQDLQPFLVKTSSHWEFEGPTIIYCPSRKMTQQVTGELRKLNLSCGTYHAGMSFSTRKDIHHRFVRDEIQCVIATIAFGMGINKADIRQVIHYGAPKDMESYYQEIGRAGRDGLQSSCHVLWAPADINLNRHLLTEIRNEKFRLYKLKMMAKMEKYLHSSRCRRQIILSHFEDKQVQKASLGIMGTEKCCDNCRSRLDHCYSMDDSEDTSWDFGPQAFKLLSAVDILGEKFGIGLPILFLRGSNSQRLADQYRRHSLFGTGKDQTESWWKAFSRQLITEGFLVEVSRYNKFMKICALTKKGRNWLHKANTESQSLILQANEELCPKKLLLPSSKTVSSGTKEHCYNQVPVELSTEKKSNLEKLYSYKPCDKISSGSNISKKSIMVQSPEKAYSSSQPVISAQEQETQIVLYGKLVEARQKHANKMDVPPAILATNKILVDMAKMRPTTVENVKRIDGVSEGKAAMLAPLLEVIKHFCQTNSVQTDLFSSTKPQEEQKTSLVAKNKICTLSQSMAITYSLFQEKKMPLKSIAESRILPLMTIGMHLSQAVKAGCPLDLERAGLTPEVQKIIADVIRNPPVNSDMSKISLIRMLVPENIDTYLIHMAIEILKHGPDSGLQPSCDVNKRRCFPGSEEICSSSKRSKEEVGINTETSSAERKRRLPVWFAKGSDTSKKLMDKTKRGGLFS
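Enzyme (20 nM final) and test compound sit together 15 min at room temperature before substrate addition. Substrate is a single-forked duplex oligonucleotide (100 nM) labelled with fluorophore and quencher, with 2 mM ATP; helicase unwinding raises red fluorescence, read kinetically.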
SW480 rereplic: A quantitative high throughput screen for small molecules that induce DNA re-replication in SW480 colon adenocarcinoma cells; Potency, µM (top dose mostly 46.1 µM), for inactives: at the top dose re-replication activation, hits mostly activators; SW480 DNA re-replication, Hoechst DNA content imaging, 48 h; 340,000 tested, 1.8% active; further: potency means the concentration at half of the fitted maximal effect; % of control where 0% means no effect; nearly all actives have a fitted effect of over 55% in size
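First, 250 cells per well were seeded. Next, compound or vehicle (23 nL) was pinned in, plates sat 48 hr at 37 C. Finally Hoechst was added for 40 min before fluorescence scanning.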
IL1B secr inh: qHTS for Inhibitors of Inflammasome Signaling: IL-1-beta AlphaLISA Primary Screen | THP-1 LPS/ATP IL-1B secretion, AlphaLISA, 16 h; stronger effect = lower value | activity change, % at 57.5 µM | 360,000 tested, 4.7% active | AID 743279, 2014; in the data active means activity change below about -50%; inconclusive means mostly about -30% to -49%; further: on the % scale 0 is the no-effect control and ±100 the full control effect
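Secreted IL-1B measured by AlphaLISA bead assay after 16 h compound exposure of THP-1 cells; compounds (final up to 57.5 uM) added 1 h before LPS (250 ng/mL) and ATP (1.25 mM) stimulation; lower signal means less secretion.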
* hit, by the source's call; i = inactive; u = inconclusive; x = no result given; [ ] = dose if it differs, or a comment. Unless noted, the call rests on the fitted dose curve; in most records, active means well fitted curve in the direction sought with a large enough effect; inconclusive means small, poorly fitted or top-dose-only effect, or another doubt; inactive means no such curve, though single readings can be large; an effect the other way counts as inactive or inconclusive.

Every second line gives: HT1080 IDH1KD tx, KB-V1 cytotox, MCF10A rereplic, ATXN2 expr inh, KB-3-1 tox, HT1080-NT tox, WRN helicase inh, SW480 rereplic, IL1B secr inh
CC1=NCCN1S(=O)(=O)c1cccc([N+](=O)[O-])c1
    8%, 20%, -6%, -10%, u, -3%, -5%, -3%, -8
S=c1[nH]c(-c2ccc(Br)cc2)cn1CCc1ccccc1
    2%, 4%, 3%, -2%, 2%, 0%, -25%, -9%, 18
O=C(NCCc1ccccc1C(F)(F)F)c1cc(COc2ccccc2)on1
    -4%, -3%, x, x, -1%, -6%, 2%, x, -5
CCOC(=O)N1CCN(c2nc3ccccn3c(=O)c2C=O)CC1
    1%, -14%, 0%, -4%, -7%, -1%, 2%[57.1 µM], -2%, -25
Cc1cc(=O)n2[nH]c(N)c(N=Nc3ccccc3)c2n1
    -21%, u, u, -11%, u, 0%, -5%, u, 0
COc1cccc(NC(=O)CSc2nc3c(oc4ccccc43)c(=O)[nH]2)c1
    -2%, -17%, u, 27%, -1%, 1%, -25%, 0%, -1
CCn1cc(C(=O)OCC(=O)OC2CC(C)CCC2C(C)C)c(=O)c2ccc(C)nc21 (stereo unspecified)
    u, -15%, u, -2%, u, u, -12%, 3%, -15
Cc1ccc(S(=O)(=O)N(CC(O)CN2CCCCC2)c2cccc([N+](=O)[O-])c2)cc1 (stereo unspecified)
    0%, u, 2%, -6%, 0%, -4%, 10%, -2%, u
O=C(COc1ccc(Oc2ccccc2)cc1)NCc1cn2ccccc2n1
    3.3µM*, u, 15µM*, -16%, 15µM*, 2.6µM*, -3%, u, 7
Cc1cc(C)cc(OCC(=O)Nc2ccc(S(=O)(=O)Nc3ccccn3)cc2)c1
    -10%, 8%, 11%, -32%, -7%, -4%, -4%, 0%, -4
CC(=O)c1c(C)[nH]c(C(=O)Nc2ccccn2)c1C
    3%, -8%, -1%, 2%, -1%, 4%, 9%, -4%, -7
CCn1c(C)nc2cc(S(=O)(=O)N3CCCCC3)ccc21
    -7%, 0%, 5%, -37%, -13%, -6%, -7%, -3%, 5
Cc1ccc(NC(=O)Cc2nc(CN(C)CC(=O)Nc3ccc(C)cc3)cs2)cc1
    -1%, 0%, 4%, -3%, 4%, -19%[9.24 µM], -6%, -6%, -15
O=C(NCc1cccc(Br)c1)C1CC(c2ccccc2[N+](=O)[O-])=NO1 (stereo unspecified)
    -9%, -17%, u, 4%, u, -5%, 2%, -4%, 29
CSc1ccccc1C(=O)C1CCCN(C(=O)NC(C)C)C1 (stereo unspecified)
    0%, -16%, 5%, 4%, 12%, 13%, -2%[57.1 µM], 9%[1.84 µM], 13
COc1ccccc1-c1nc(C(=O)NCC2CCCO2)cc2c1[nH]c1ccccc12 (stereo unspecified)
    -18%, -2%, 0%, 4%, -13%, -14%, -6%, 5%, -24
COc1ccc(S(=O)(=O)N(CC(=O)N2CCN(C)CC2)c2ccc(C)cc2)cc1Br
    4%, x, -2%, 5%, x, 0%, -11%, 1%, -8
O=C(c1cc2nc(-c3ccco3)cc(C(F)(F)F)n2n1)N1CCN(c2ccccn2)CC1
    3%, u, u, -3%, -20%, -7%, 6%, -3%, -11
C#CCOCCOCCOCCNc1nc(N2CCOCC2)nc(N2CCN(C(=O)[C@H](CCCCN)n3cc([C@@H](N)CO)nn3)CC2)n1
    5%, 14%, -8%, 7%, 17%, 11%, 0%, 2%, 0
CC(C)C[C@H](NC(=O)C1(c2ccccc2)CCN(C(=O)OC(C)(C)C)CC1)C(=O)N1CCC[C@H]1C(=O)O
    -1%, 8%, 2%, x, 1%, 16%, -4%, 0%, 23
Cc1sc(NC(=O)c2ccco2)c(CN2CCN(Cc3ccccc3)CC2)c1C
    u, u, 23µM*, u, u, -24%, -6%, u, -80*
O=c1[nH]c(-c2cccs2)nc2ccccc12
    -10%, 25%, 19%, 35%, 1%, -13%, -2%, -2%, -13
COc1ccc(CN(CCCN2CCOCC2)C(=O)Nc2cccc(Cl)c2)cc1OC
    -8%, -26%, 17%, -7%, -6%, -1%, 7%, -6%, -14
Cc1cccc(NC(=O)CCCNC(=O)c2ccc(Cl)cc2)n1
    -15%, -21%, u, 1%, -4%, -1%, -6%, -30%[inhibitor], i
O=C(CCCN1C(=O)/C(=C/c2cccc(Br)c2)SC1=S)NCCCN1CCOCC1
    u, u, 23µM*, -18%, u, u, -3%, -2%, -96*
Cc1ccc(S(=O)(=O)N(CC(O)CN(C)C)c2ccccc2)cc1 (stereo unspecified)
    6%, -4%, -1%, 1%, -2%, -1%, 10%, -3%, -21
Cc1ccc2c(Cl)cc(Cl)c(OCC(=O)OCC(=O)Nc3ccc(C#N)cc3)c2n1
    13%, 28%, -1%, -15%, 10%, 3%, -4%, 0%, 17
C=CCn1c(SCC(=O)Nc2cccc(S(N)(=O)=O)c2)nc2sc(C)c(C)c2c1=O
    u, 23µM*, 15%, -5%, -14%, -8%, -9%, -5%, -61*
O=C(Nc1cccc(NC(=O)c2ccccc2Cl)c1)c1ccco1
    2%, 6%, -1%, 1%, -3%, 7%, 8%, u, -2
Cc1cccc(C(=O)N2CCN(Cc3ccc4c(c3)OCO4)CC2)c1
    -3%, -9%, 9%, u, -20%, -8%, -2%, 3%, -30

Following part
Every second line gives: HT1080 IDH1KD tx, KB-V1 cytotox, MCF10A rereplic, ATXN2 expr inh, KB-3-1 tox, HT1080-NT tox, WRN helicase inh, SW480 rereplic, IL1B secr inh
COc1cc(NC(=O)C2=C(C)OCCS2)c(Cl)cc1C(=O)NCCCN1CCCC(C)C1 (stereo unspecified)
    1%, -18%, x, x, -2%, -7%, 13%, x, -29
COc1ccc(S(=O)(=O)NC2CCCC2)c(Cl)c1Cl
    3%, -17%, 2%, -12%, -2%, -4%, 3%, 0%, 6
COc1ccc(NC(=S)NC(C)C(c2ccccc2)N2CCOCC2)cc1 (stereo unspecified)
    6%, -20%, 8%, -8%, 10%, -23%, -7%, 16%, 0
O=C(Nc1nncs1)C1CC(=O)N(C2CCCC2)C1 (stereo unspecified)
    1%, -10%, 0%, -7%, u, 3%, -10%, -1%, 28
CN(C(=O)c1cccc(NC(=O)Cc2ccc(NC(=O)C3CCN(C(=O)C4CCCCC4)CC3)cc2)c1)C1CCCC1
    -21%, 0%, -77%[inhibitor], 8%, 0%, 0%, -3%, -2%[9.22 µM], 48
Cc1ccc(OCC(=O)Nc2ccc(C)c(S(=O)(=O)N3CCCCCC3)c2)c([N+](=O)[O-])n1
    -7%, u, 7%, -32%, u, -2%, -14%, -8%, u
Cc1cccc(Nc2nc(N3CCCCC3)nc(N3CCCCC3)n2)c1
    0%, 2%, 30%, -12%, -11%, -19%, -14%, 9%, -3
Cc1noc(C)c1Cc1ccc(O)cc1
    -2%, -7%, -2%, -19%, 2%, -8%, 2%, u, 0
COc1ccc(NC(=O)c2ccc(Cc3ccc(C)cc3)o2)cc1
    -8%, u, u, 22%, -27%, -1%, -5%, -4%, -6
COc1cc(CNc2ccc(N3CCN(C(C)=O)CC3)cc2)ccc1OCc1ccc(F)cc1
    u, -3%, 10µM*, -29%, 0%, 23µM*, -16%, 1%, -19
COc1ccc(CCN(C)Cc2nc(Cc3ccc(OC)c(OC)c3)no2)cc1OC
    -7%, -17%, -3%, x, -17%, -3%, -5%, -3%, 0
COc1ccc(Cl)cc1C(=O)NNC(=O)CCNC(=O)c1ccccc1
    11%, 2%, x, x, 17%, 4%, 1%, x, 10
O=C(COC(=O)c1cnccn1)N=c1sccn1Cc1ccccc1Cl
    10%, 40%, 3%, -1%, 16%, 7%, -9%, -11%, 31
COc1ccc2nc(NC(=O)c3cccc(OCc4c(C)noc4C)c3)sc2c1
    u, 3.7µM*, 19%, -36%, 18µM*, u, -21%, u, -26
C=CCNc1nc(C(=O)OCC(=O)Nc2c(Cl)cccc2C(F)(F)F)cs1
    1%, u, -1%, -8%, -17%, -2%, -7%, -2%, -8
CCOc1ccccc1NC(=O)c1cccc(S(=O)(=O)N(Cc2ccccc2)c2ccccc2OC)c1
    4%, 8.2µM*, u, 36%, -10%, 0%, 0%, 16%, i
COc1cccc(Cn2c(=O)c3[nH]cnc3n(-c3ccccc3C)c2=O)c1
    -6%, 1%, -1%, x, 2%, 6%, -7%, -13%, -3
COc1ccc(NC(=O)COc2cccc3c2OC(C)(C)C3)c(OC)c1
    -27%, -12%, u, 1%, -8%, -5%, -32%, -1%, 8

Exported as a markdown table: 2 of the compounds above.
| mol | HT1080 IDH1KD tx | KB-V1 cytotox | MCF10A rereplic | ATXN2 expr inh | KB-3-1 tox | HT1080-NT tox | WRN helicase inh | SW480 rereplic | IL1B secr inh |
| --- | --- | --- | --- | --- | --- | --- | --- | --- | --- |
| Cc1ccc(OCC(=O)Nc2ccc(C)c(S(=O)(=O)N3CCCCCC3)c2)c([N+](=O)[O-])n1 | -7% | u | 7% | -32% | u | -2% | -14% | -8% | u |
| COc1ccc(NC(=O)c2ccc(Cc3ccc(C)cc3)o2)cc1 | -8% | u | u | 22% | -27% | -1% | -5% | -4% | -6 |
